Screening results from PubChem BioAssay.
ssDAF-12 act – activators of S. stercoralis DAF-12 nuclear receptor; HEK293 ssDAF-12/GRIP1 lit1-tk-luc reporter, luminescence; % of 3 µM dafachronic acid response; activation, % at 6.8 µM; actives 1% (n = 370,000);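 active = activation above the mean over all tested compounds plus 3 SD, cut at about 0.9% in these data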;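 also: 0% = DMSO-only wells and 100% = 3 µM delta7-dafachronic acid wells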
PLC-beta3 inh – PLC-beta3 (human) inhibition, primary screen | actives 0.18% (n = 370,000) | Purified PLC-beta3, fluorogenic substrate, fluorescence | inhibition, % at 12.2 µM | Q01970; in the data active = inhibition above about 11%;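 also: 0% = median of compound wells on plate and 100% = full blocker control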
Target sequence (Q01970 whole entry, looked up): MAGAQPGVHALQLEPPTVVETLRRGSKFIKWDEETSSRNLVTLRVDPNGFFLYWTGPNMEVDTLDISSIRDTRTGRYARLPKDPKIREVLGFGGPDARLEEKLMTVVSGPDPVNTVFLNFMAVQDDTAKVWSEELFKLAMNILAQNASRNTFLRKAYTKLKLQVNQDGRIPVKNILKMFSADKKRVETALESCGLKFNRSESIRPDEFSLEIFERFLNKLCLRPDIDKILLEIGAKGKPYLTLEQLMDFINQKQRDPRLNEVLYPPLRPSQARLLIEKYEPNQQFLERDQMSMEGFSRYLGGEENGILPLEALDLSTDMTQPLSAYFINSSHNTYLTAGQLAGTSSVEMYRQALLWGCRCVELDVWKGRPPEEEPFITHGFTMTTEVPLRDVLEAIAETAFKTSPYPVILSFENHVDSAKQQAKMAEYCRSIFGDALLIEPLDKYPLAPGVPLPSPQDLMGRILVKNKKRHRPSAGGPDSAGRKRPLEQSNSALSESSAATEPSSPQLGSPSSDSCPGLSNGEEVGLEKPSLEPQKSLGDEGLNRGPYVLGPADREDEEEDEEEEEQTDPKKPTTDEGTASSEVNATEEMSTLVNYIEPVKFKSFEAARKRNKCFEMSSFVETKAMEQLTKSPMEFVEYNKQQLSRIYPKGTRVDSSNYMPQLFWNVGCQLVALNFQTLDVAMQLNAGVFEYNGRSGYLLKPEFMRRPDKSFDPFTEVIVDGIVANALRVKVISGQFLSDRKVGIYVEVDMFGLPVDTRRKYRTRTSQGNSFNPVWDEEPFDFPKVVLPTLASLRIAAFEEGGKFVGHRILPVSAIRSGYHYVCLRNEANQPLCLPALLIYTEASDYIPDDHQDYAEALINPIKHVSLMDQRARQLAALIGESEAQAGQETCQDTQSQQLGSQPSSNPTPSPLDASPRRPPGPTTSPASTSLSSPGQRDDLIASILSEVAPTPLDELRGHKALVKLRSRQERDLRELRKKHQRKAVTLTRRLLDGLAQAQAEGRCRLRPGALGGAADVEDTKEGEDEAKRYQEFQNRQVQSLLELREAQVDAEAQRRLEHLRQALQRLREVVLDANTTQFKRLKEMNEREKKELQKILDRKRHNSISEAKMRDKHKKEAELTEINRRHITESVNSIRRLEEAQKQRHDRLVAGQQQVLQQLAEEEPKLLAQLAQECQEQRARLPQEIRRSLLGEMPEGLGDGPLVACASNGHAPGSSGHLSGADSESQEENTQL
DAX1 inh-1 – inhibitors of DAX1 repression of SF-1 activated StAR promoter. HEK293T StAR-luciferase reporter, SF-1/DAX-1 repression relief. inhibition, % at 6.8 µM. actives 1.1% (n = 370,000). AID 652010;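 active = inhibition above the mean over all tested compounds plus 3 SD, cut at about 3.6% in these data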;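 also: 0% = DAX-1 cells with DMSO and 100% = cells lacking DAX-1 with DMSO; higher inhibition means more luminescence from relief of DAX-1 repression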
SMARCA2 activ – increases SMARCA2 function in MMTV reporter cells | activation, % at 9.1 µM | MG213 cells, MMTV-luciferase reporter, dexamethasone, overnight | actives 1% (n = 370,000); in the data active = activation above about 7.8%;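 also: 0% = vehicle wells and 100% = reference activator wells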
ADAM17 inh – inhibitors of human ADAM17. actives 0.83% (n = 370,000). P78536. recombinant ADAM17, EDANS/DABCYL FRET peptide cleavage. inhibition, % at 6.95 µM;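 active = inhibition above the mean of compounds lying between control limits plus 3 SD, set per campaign, cut at about 8.5% in these data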;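 also: 0% = DMSO-only wells as the low control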
NR1D1 modulator – modulates human Rev-erb alpha binding to DNA | P20393 | Rev-erbα–FITC-DNA binding, fluorescence polarization, 90 min | activity, % at 10 µM | actives 0.79% (n = 370,000) | AID 1259318;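 active = activity above about 14%, limit read from the data; passing the limit was not always enough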;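 also: 0% = DMSO wells with 35 nM protein and 100% = DMSO wells with 750 nM protein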
MBD2 inh – MBD2-methylated oligo binding inhibition | Q9UBB5 | TR-FRET, MBD2 binding to methylated oligonucleotide | inhibition, % at 4.4 µM | actives 0.31% (n = 370,000); in the data active = inhibition above about 13%
PLC-gamma1 inh – PLC-gamma1 (human) inhibition, primary screen; purified PLC-gamma1, fluorogenic substrate, fluorescence; inhibition, % at 12.2 µM; P19174; AID 720700; actives 0.84% (n = 370,000); in the data active = inhibition above about 9.5%
DAX1 inh-2 – NR0B1 (DAX1) inhibition; P51843; HEK293 Gal4-DAX1 luciferase reporter, luminescence; inhibition, % at 6.75 µM; actives 0.99% (n = 340,000); AID 504766;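 active = inhibition above the mean over all tested compounds plus 3 SD, cut at about 4.2% in these data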;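 also: 0% = DAX1-transfected cells with DMSO and 100% = empty-vector control cells with DMSO; inhibition shows as a rise in luminescence from relieved DAX1 repression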
hcDAF12 agonist – activators of H. contortus DAF-12 nuclear receptor; HEK293 hcDAF-12 lit1-tk-luc reporter, luminescence; 0% DMSO, 100% Δ7-dafachronic acid; actives 1.4% (n = 370,000); activation, % at 6.8 µM;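 active = activation above the mean of all tested compounds plus 3 SD, cut at about 5.5% in these data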;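 also: 100% = response to 3 µM Δ7-dafachronic acid high control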
hgDAF12 agonist – hgDAF-12 agonism, primary luciferase screen | HEK293 GAL4-hgDAF12 UAS-luciferase reporter, agonist luminescence; normalized to butyrate control | activation, % at 6.8 µM | actives 1.8% (n = 370,000) | AID 687014;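 active = activation above a cutoff set at the mean of all screened compounds plus 3 SD, cut at about 10% in these data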;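 also: 0% = DMSO wells and 100% = sodium butyrate wells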
Active calls of the source: *; i = inactive; . = not tested or not shown.

SMILES	ssDAF-12 act	PLC-beta3 inh	DAX1 inh-1	SMARCA2 activ	ADAM17 inh	NR1D1 modulator	MBD2 inh	PLC-gamma1 inh	DAX1 inh-2	hcDAF12 agonist	hgDAF12 agonist
CCN(C[C@H]1N[C@@](CC)(C(=O)OC)[C@H]2C(=O)N(C)C(=O)[C@@H]12)S(=O)(=O)c1ccc(C(F)(F)F)cc1	-1.2	0.3	-0.1	-5.8	-3.2	0.5	0.0	4.1	-0.9	-0.6	1.1
O=c1[nH]c(=S)[nH]c2c1C(C1CCCCC1)OC(C1CCCCC1)C2 (centres undefined)	-0.4	0.6	0.3	-3.8	-1.0	-12.3	2.1	1.5	.	1.9	0.6
COc1ccc(CC(=O)Nc2ccc(NC(=O)c3ccccc3F)cc2)cc1	-2.3	1.7	0.5	-1.7	-0.9	-0.8	1.5	-0.8	0.2	9.8*	0.6
O=C(/C=C/Nc1ccc(S(=O)(=O)Nc2ncccn2)cc1)c1ccc2ccccc2c1	-1.0	-15.5	1.2	-0.9	-5.6	-0.1	-4.7	-1.9	-1.0	-0.3	1.7
Cc1ccccc1NC1c2ccccc2C(=O)N1Cc1ccco1 (centres undefined)	-0.7	-1.6	0.9	-0.9	-1.6	-5.8	2.8	-1.4	0.4	1.6	3.5
Cc1sc2nc[nH]c(=O)c2c1-c1ccc(Cl)cc1	-1.4	-10.2	-0.8	-1.1	-0.1	3.9	1.3	-1.4	-0.9	-3.2	-2.1
O=C(CCc1nc(-c2ccccc2F)no1)NCCN1CCN(Cc2ccccc2)CC1	-1.4	1.2	-0.4	-0.6	3.3	-1.9	-1.3	5.2	-0.2	-1.9	-4.1
COc1ccc2cc(C(=O)C3CCCN(C(=O)c4cnccn4)C3)ccc2c1 (centres undefined)	-1.7	-278.6	-0.3	-2.9	-300.2	7.2	-6.3	-209.0	-0.8	-2.5	-1.4
COC(=O)c1ccc(NC(=O)CC2C(=O)N(C)C(=S)N2Cc2ccc(S(N)(=O)=O)cc2)cc1 (centres undefined)	-1.2	-8.5	-0.3	-0.1	-0.6	3.2	1.7	3.5	0.7	-1.1	0.9
Cc1nnc2ccc(-c3cccc(NC(=O)c4ccco4)c3)nn12	-1.7	-11.3	-1.0	-1.6	-4.5	3.7	-4.3	-3.6	2.4	0.0	-0.4
O=C(Cc1csc(NC(=O)Nc2cccc(Cl)c2)n1)NCc1ccccn1	-1.2	-0.8	0.3	6.8	-1.7	-3.8	-1.9	1.4	0.6	-0.5	2.5
Cc1ccc(C(=O)NCCCNC(=O)Cc2ccccc2)cn1	-1.0	-2.0	0.1	-3.0	0.2	0.2	2.6	4.1	-1.2	0.5	1.3

Three entries out of the list, ordered by molecular weight, lowest first.
SMILES	ssDAF-12 act	PLC-beta3 inh	DAX1 inh-1	SMARCA2 activ	ADAM17 inh	NR1D1 modulator	MBD2 inh	PLC-gamma1 inh	DAX1 inh-2	hcDAF12 agonist	hgDAF12 agonist
COc1ccc(CC(=O)Nc2ccc(NC(=O)c3ccccc3F)cc2)cc1	-2.3	1.7	0.5	-1.7	-0.9	-0.8	1.5	-0.8	0.2	9.8*	0.6
O=C(/C=C/Nc1ccc(S(=O)(=O)Nc2ncccn2)cc1)c1ccc2ccccc2c1	-1.0	-15.5	1.2	-0.9	-5.6	-0.1	-4.7	-1.9	-1.0	-0.3	1.7
O=C(CCc1nc(-c2ccccc2F)no1)NCCN1CCN(Cc2ccccc2)CC1	-1.4	1.2	-0.4	-0.6	3.3	-1.9	-1.3	5.2	-0.2	-1.9	-4.1

Continued.
SMILES	ssDAF-12 act	PLC-beta3 inh	DAX1 inh-1	SMARCA2 activ	ADAM17 inh	NR1D1 modulator	MBD2 inh	PLC-gamma1 inh	DAX1 inh-2	hcDAF12 agonist	hgDAF12 agonist
O=S1(=O)N[C@H](Cc2ccccc2)COc2cccc(N3CCSCC3)c21	-1.2	-2.1	-0.8	-4.5	0.3	0.3	4.0	-0.5	.	-1.0	-1.3
COCCNC(=S)N1CCN(C(=O)C(=O)Nc2ccc(C(=O)OC)cc2)CC1	-1.0	0.7	-0.5	-0.7	0.7	5.6	-1.7	-0.6	0.4	-2.5	0.3
O=C(NCC(c1ccco1)N1CCc2ccccc2C1)c1ccc(Cl)cc1 (centres undefined)	-0.2	-19.0	1.6	0.2	-2.3	-2.9	-5.9	-26.1	1.9	0.6	-0.3
C[C@H]1Cn2cnc(C(=O)N3CCN(c4ccccc4)CC3)c2C(=O)N1	-0.6	1.9	-1.2	-1.1	0.6	-3.1	-0.4	0.0	.	0.3	-2.2
CCc1nnc(NC(=O)CSc2nnc(Cc3cc(=O)[nH]c(=O)[nH]3)n2-c2ccc(OC)cc2)s1	-0.5	-0.6	-0.9	1.0	-4.1	-5.2	-5.6	1.9	-0.4	0.2	-0.9
CCCCCCN(C(=O)CCCCCN1C(=O)NC(c2cccc([N+](=O)[O-])c2)C(C(=O)OCc2ccccc2)=C1C)C(C(=O)NCCCC)c1ccc(OCC(=O)OC)c(C(=O)OC)c1 (centres undefined)	-0.8	0.6	0.7	-0.9	1.4	0.8	-4.8	1.9	.	0.8	-0.7
O=C(Cn1ccccc1=O)c1cccs1	-1.5	-1.4	-0.2	-0.5	-3.6	7.1	1.9	1.7	-0.3	-1.7	0.2
CCOc1ccc(NC(=O)c2ccccc2NC(=O)c2cccnc2)cc1	-2.3	-5.7	-0.5	-2.5	-1.2	3.5	5.5	3.5	-1.5	-0.8	1.2
Cc1ccc(-n2c(C(C)n3nc(C)c([N+](=O)[O-])c3C)n[nH]c2=S)cc1 (centres undefined)	0.0	0.4	0.4	-4.2	0.8	4.6	0.8	1.5	1.3	3.8	-0.4
CC(=O)c1c[nH]c2ccc(C)cc2c1=O	-0.3	-27.7	0.1	-2.3	-24.1	-2.3	-1.7	-16.2	-0.2	0.0	2.2
O=c1c(Cc2ccccc2)c(O)nc2n1CCS2	-0.2	-2.0	1.2	-0.1	-1.5	-2.3	-2.8	-1.0	-0.1	1.3	1.1
Cc1ccc(S(=O)(=O)N2CCC(C(=O)NCCN3CCOCC3)CC2)cc1	-1.1	0.6	-0.1	-1.4	-2.4	-5.1	3.6	-0.3	1.7	-1.1	0.6
COc1cc(C(F)(F)F)c(C(=O)NCc2cccc(Cl)c2)cn1	-2.3	-0.9	-0.4	-1.0	-1.9	7.0	-6.2	-0.7	-0.1	-2.0	-2.2
CCC(C)(C)n1nnnc1C(C(C)C)N1CCC(C(N)=O)CC1 (centres undefined)	-1.0	3.4	0.0	2.2	-0.3	-4.8	-1.8	3.9	-0.4	-0.4	-2.2
COc1ccc(-c2nc(N)n(C(=O)c3ccccc3Cl)n2)cc1	-1.0	2.5	-0.5	-3.9	-4.3	-5.3	5.4	0.1	0.9	-0.5	-1.0
COc1cc(C(=O)NC2CCCCN(C)C2=O)cc(OC)c1OC (centres undefined)	-1.4	-0.7	0.5	-2.2	-3.6	-2.9	-2.8	-1.9	.	0.3	-0.2
O=C(NCCCn1ccnc1)C1CC(c2ccccc2Cl)=NO1 (centres undefined)	-1.3	-4.9	-0.7	-3.9	-1.6	4.5	2.5	4.2	0.4	-0.8	-4.4
CCC(C)C(NC(=O)c1ccccc1NC(=O)c1ccc(C)cc1)C(=O)O (centres undefined)	-0.2	1.2	0.0	0.4	-0.8	-1.1	-3.1	-2.1	2.1	5.1	4.9
COc1ccc(C(=O)NNC(=O)COc2ccc(Cl)cc2)c(OC)c1	-0.4	-8.4	0.3	-0.1	-2.8	-0.4	5.8	-2.8	0.8	0.4	-1.3
CCSC(=O)NC12CC3CC(CC(C3)C1)C2	-1.4	-1.3	-0.5	-3.1	-2.9	4.3	5.1	-2.1	-0.7	-2.2	-0.2
COC(=O)C(NC(C)=O)(Nc1ccccn1)C(F)(F)F (centres undefined)	-1.4	3.9	-0.3	1.5	-4.9	1.4	-5.2	3.9	-0.8	-1.9	-2.1
O=C(/C=C/c1ccc(F)cc1)N1CCN(c2ncccn2)CC1	-1.8	1.1	-0.1	-2.4	-2.8	-9.1	2.5	1.0	-0.7	0.2	-1.2
COc1ccccc1C=NN=C(NN=Cc1ccccc1OC)NN=Cc1ccccc1OC	-1.3	5.8	-3.4	-2.8	-1.0	11.3	-1.8	8.6	-0.7	-1.2	-6.8
CCCCN(C(=O)CN1CCOCC1)c1c(N)n(CC(C)C)c(=O)[nH]c1=O	-1.4	3.2	0.1	-2.6	-0.7	3.3	0.7	0.2	3.7	-0.9	0.1
Cn1c(N)c(S(=O)(=O)NCc2ccc(Cl)cc2)c(=O)n(C)c1=O	-1.3	-0.4	-0.5	-0.5	-4.3	-1.4	-2.9	0.6	1.1	-0.8	-2.7
CC(/C=C/c1ccc(OCc2ccccc2)cc1)=N\O	-0.7	-2.5	1.6	6.6	-3.2	-1.6	2.2	1.0	1.0	6.1*	14.1*
Cc1ccc(S(=O)(=O)NCc2ccccc2NS(=O)(=O)c2ccc(C)cc2)cc1	-0.9	0.2	0.0	-5.6	1.0	-4.8	2.5	-0.1	.	-0.7	1.8
COc1ccc(C(=O)Nc2ccccc2C(=O)NC(Cc2c[nH]c3ccccc23)C(=O)O)cc1 (centres undefined)	-0.9	-2.6	-0.1	-5.2	-8.3	-2.7	3.1	-0.5	.	-0.8	-0.2
COC(=O)c1sc(=S)n(-c2cccc(Cl)c2)c1N	-0.3	5.1	-1.0	-1.3	0.1	2.6	-6.5	3.5	-1.1	-0.2	0.3
CC1CCCN(C(=O)COC(=O)/C=C/c2ccc(C(F)(F)F)cc2)C1 (centres undefined)	-0.9	-4.4	0.0	-2.0	-0.6	3.2	3.0	0.7	-0.1	-0.5	-1.7
CCN(CC)c1ccc(C=NCCNS(=O)(=O)c2ccc(C)cc2)cc1	-0.2	-15.2	-0.5	-2.8	-1.1	-3.0	1.2	-3.3	1.1	-0.1	1.4
CC(C)[C@H](NC(=O)OC(C)(C)C)c1nnc(S(=O)(=O)Cc2c(F)cccc2Cl)o1	-1.0	2.7	-0.2	-11.6	-3.1	2.2	-1.5	-1.3	-1.1	2.8	-4.8
COC(=O)c1ccc(Oc2nc3ccccc3n3c(C)nnc23)cc1	-1.4	-7.3	0.4	0.2	-1.8	1.3	-7.7	2.4	-0.6	-1.6	-2.8
CCCCc1cc(=O)oc2c(CN3CCCC3)c(O)ccc12	-1.9	i	-0.7	-4.8	i	-6.4	-3.8	i	-0.8	-0.6	-4.2
CCOC(=O)Cn1c(=O)c2c(nc3n2CCN3c2ccc(C)cc2)n(C)c1=O	-1.2	3.3	1.1	-3.0	4.5	-10.2	-2.9	6.0	.	-0.3	2.6
CCOC(=O)CCc1c(C)c2ccc(O)cc2oc1=O	-1.1	i	0.1	-3.7	i	-7.3	9.3	i	2.2	-2.4	2.0
CSc1ccc(/C=C/C(=O)c2ccc(O)cc2)cc1	-0.5	-203.3	1.0	0.0	-2.5	0.0	3.5	-195.4	1.7	0.3	5.0
O=C1NCCOC(=O)[C@H](Cc2ccc(F)cc2)CC/C=C/C[C@H]1CC(=O)N(CCO)Cc1ccccc1	-0.9	2.5	-0.7	-0.6	-3.7	-0.6	0.2	-0.1	0.5	0.6	-0.5
O=C(N/N=C/c1cccc2ccccc12)c1ccncc1	-1.0	-11.3	-0.2	-1.5	-1.6	4.0	1.7	-9.0	-0.7	-2.4	1.4
CCc1nc(SCC(=O)N2CCCc3ccccc32)c2oc3ccccc3c2n1	-1.2	-1.3	-0.8	-3.4	-3.9	-4.8	2.8	1.7	-0.4	-0.7	-2.5
Cc1cc([N+](=O)[O-])cnc1Sc1nccn1C	-0.2	3.8	0.3	-2.0	-0.7	1.1	0.5	0.6	-0.8	-1.0	2.1
